From PubChem
CHRM5 agonist: human M5 muscarinic receptor agonists, primary screen, CHO-K1 cells, Fluo-8 calcium fluorescence; hit rate 0.19% among 360,000; activation, % at 3 µM; CHO-K1 hM5 cells; 0% DMSO wells, 100% maximal acetylcholine response;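 active = activation above the run's mean over test compounds plus 3 SD, cut at about 23% in these data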;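 also: signal is peak over basal fluorescence ratio across the kinetic read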
CHO-K1 Ca PAM: nonselective calcium activators in parental CHO-K1 cells, primary screen, counter-screen for M1 PAM project, cell-based, Fluo-8 calcium fluorescence, full deck, 1536-well; hit rate 0.02% among 360,000; ATP EC20; 0% at ATP EC20, 100% at ATP max; activation, % at 3 µM;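 active = activation above the run cutoff, the mean activation of all test compounds plus 3 SD, cut at about 40% in these data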;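 also: peak over basal fluorescence ratio in a 140 s read after ATP addition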
TAAR1 ag: human TAAR1 agonists, primary screen, Fluo-8 calcium fluorescence, CHO RD-HGA16 cells; Trace amine-associated receptor 1 (Homo sapiens), Q96RJ0; vehicle wells 0%, saturating PEA agonist 100%; activation, % at 3 µM; hit rate 0.99% among 360,000;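 active = activation above the mean activation of all test compounds in the run plus 3 SD, cut at about 38% in these data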
Target sequence (Q96RJ0 whole entry, looked up): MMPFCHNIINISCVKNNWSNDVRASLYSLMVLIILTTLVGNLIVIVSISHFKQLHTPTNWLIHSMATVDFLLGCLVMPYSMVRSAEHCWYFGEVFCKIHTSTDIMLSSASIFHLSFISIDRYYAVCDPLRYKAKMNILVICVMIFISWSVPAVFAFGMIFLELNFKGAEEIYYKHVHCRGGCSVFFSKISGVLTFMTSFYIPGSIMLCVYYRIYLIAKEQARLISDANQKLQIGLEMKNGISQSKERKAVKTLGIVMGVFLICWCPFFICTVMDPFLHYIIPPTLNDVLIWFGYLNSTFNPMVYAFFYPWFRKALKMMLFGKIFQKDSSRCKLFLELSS
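Repeats: no replicates (n 1) | Material: CHO-derived RD-HGA16 cells with stable Gα16 and human TAAR1 | Technique: Kinetic Fluo-8 calcium fluorescence | Schedule: 17-24 h seeding, 75 min 37 °C dye, 30 min RT | Evaluation: % activation from peak over basal fluorescence ratio, DMSO-to-PEA scaled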
TAAR1 antag: human TAAR1 antagonists, primary screen, Fluo-8 calcium fluorescence, CHO RD-HGA16 cells; antagonist; AID 624466, 2012; inhibition, % at 3 µM; Trace amine-associated receptor 1 (Homo sapiens), Q96RJ0; hit rate 1.5% among 360,000;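 active = inhibition above a per-plate cutoff, the mean inhibition of test compounds on that plate plus 3 SD, cut at about 49% in these data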;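 also: 0% = DMSO plus EC80 beta-PEA response and 100% = DMSO alone without agonist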
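Test system: CHO RD-HGA16 cells bearing hTAAR1 | Reagent: β-PEA, EC80 | Compound dosing: 3 µM, single point | Schedule: Dye loading 75 min at 37 °C, then 30 min room temperature | Signal: Calcium fluorescence with Fluo-8 | Evaluation: Percent inhibition of PEA-evoked calcium signal, max/basal emission ratio | Control set: DMSO-only wells and EC80 β-PEA-stimulated wells | Repeats: Singlicate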
CRFR2-BP antag: antagonists of CRF-BP/CRF-R2 complex, primary screen, cell-based, HEK293, calcium dye fluorescence, uHTS | hit rate 0.59% among 350,000 | CRF-induced calcium fluorescence | inhibition, % at 11.8 µM;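 active = inhibition of the ligand-induced calcium signal above about 50% at the single tested concentration, limit read from the data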
CHRM5 PAM: human M5 muscarinic receptor positive allosteric modulators, primary screen, CHO-K1 cells, Fluo-8 calcium fluorescence. Muscarinic acetylcholine receptor M5 (Homo sapiens), P08912. CHO-K1 hM5, ACh EC20 PAM; 0% = ACh EC20, 100% = ACh EC100. activation, % at 3 µM. hit rate 0.3% among 360,000;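 active = activation above the run cutoff, the mean activation of all test compounds plus 3 SD, cut at about 18% in these data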
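Measured by: Fluo-8 calcium fluorescence; material: human M5 receptor in CHO-K1 cells; schedule: Post-acetylcholine fluorescence recording 140 s; benchmarks: low control EC20 acetylcholine (0%), high control EC100 acetylcholine (100%); read-out: Max/basal fluorescence ratio as % of EC20–EC100 ACh window; compound: single dose, 3 µM nominal final test concentration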
M4 PAM: human M4 muscarinic receptor positive allosteric modulators, primary screen, CHO-K1 cells, Fluo-8 calcium fluorescence | Muscarinic acetylcholine receptor M4 (Homo sapiens), P08173 | CHO-K1 hM4/Gqi5, ACh EC20; 0% = ACh EC20, 100% = maximal ACh | activation, % at 3 µM | hit rate 0.4% among 360,000;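 active = activation above its plate's cutoff, the mean activation of sample wells plus 3 SD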; also: some results filed as inactive read as strong as hits
Target sequence (P08173 whole entry, looked up): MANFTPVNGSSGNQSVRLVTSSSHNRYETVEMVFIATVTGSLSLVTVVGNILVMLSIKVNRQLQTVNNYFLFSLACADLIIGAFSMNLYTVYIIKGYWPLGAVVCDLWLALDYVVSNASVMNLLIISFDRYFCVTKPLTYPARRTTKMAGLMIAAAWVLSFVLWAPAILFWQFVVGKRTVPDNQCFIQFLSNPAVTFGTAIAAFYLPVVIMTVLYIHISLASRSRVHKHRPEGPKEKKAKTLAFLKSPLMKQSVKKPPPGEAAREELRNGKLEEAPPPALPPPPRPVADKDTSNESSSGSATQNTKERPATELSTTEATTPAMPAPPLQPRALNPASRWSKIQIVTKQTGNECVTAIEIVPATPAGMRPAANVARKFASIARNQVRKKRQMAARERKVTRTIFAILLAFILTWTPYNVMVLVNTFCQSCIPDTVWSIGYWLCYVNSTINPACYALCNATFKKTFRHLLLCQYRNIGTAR
M5 antag: human M5 muscarinic receptor antagonists, primary screen, CHO cells, Fluo-8 calcium fluorescence. hit rate 0.59% among 360,000. CHO-hM5 cells, ACh EC80. AID 624040, 2012. Muscarinic acetylcholine receptor M5 (Homo sapiens), P08912. inhibition, % at 3 µM;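 active = inhibition above a per-plate cutoff, the mean of that plate's test compounds plus 3 SD, cut at about 27% in these data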;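 also: 0% = acetylcholine EC80 with DMSO and 100% = DMSO without agonist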
CRFR2-BP ag: agonists of CRF-BP/CRF-R2 complex, primary screen, cell-based, HEK293, calcium dye fluorescence, uHTS; CRF-binding protein / CRF receptor 2 complex (human); calcium dye fluorescence (FLIPR); percent of saturating CRF peptide response; activation, % at 13.2 µM; hit rate 0.46% among 350,000; AID 588473, 2011;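 active = activation of at least 50%, plus an integration ratio under a set limit after plate pattern correction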;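 also: plate controls were neutral control wells without compound for no effect and CRF at EC100 for full effect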
The depositor's hits bear a star; . = not tested or not shown. Rows were taken by chance; overall some 4.2% were active at least once.

Below each compound – CHRM5 agonist	CHO-K1 Ca PAM	TAAR1 ag	TAAR1 antag	CRFR2-BP antag	CHRM5 PAM	M4 PAM	M5 antag	CRFR2-BP ag
1) CC1CC(C)CN(C2CCCCC2NS(=O)(=O)c2ccc(Cl)cc2)C1 (stereo not given)
→ -9	14	1	-6	-11	1	-1	16	55*
2) COc1ccc(/C=C/C(=O)NC(=S)NNC(=O)c2c(-c3ccccc3)noc2C)cc1
→ 1	15	93*	49*	3	-6	0	7	2.1
3) Cc1ncccc1C(=O)N1CCCC(C(=O)c2ccc3c4c(cccc24)CC3)C1 (stereo not given)
→ -2	-11	7	-3	10	-2	-10	0	-2.6
4) Cc1nc2c(c(-c3ccccc3)c1C#N)C(=O)c1ccccc1-2
→ -3	14	5	-4	21	4	7	7	-0.2
5) CCc1ccccc1NC(=O)c1cnn(-c2ccccc2)c1C
→ 0	-4	1	12	5	1	-4	8	-4.8
6) CC(=O)Nc1cccc(OCCCOc2ccc([N+](=O)[O-])cc2)c1
→ 3	-8	3	12	10	-9	-7	9	0.1
7) CCOc1ccc2nc(SCC(=O)NCc3ccccc3)[nH]c2c1
→ -3	-17	-2	-4	1	1	-2	4	-1.8
8) S=c1[nH]nc(-c2ccncc2)n1Cc1ccco1
→ -3	24	5	5	-29	2	-3	-2	0.6
9) COc1ccc(OC)c2[nH]c(=O)c(CCNC(=O)CC(C)C)cc12
→ 2	20	4	-8	9	-4	4	0	0.5
10) O=C(NNC(=O)c1ccc(NC(=O)c2ccccc2)cc1)Nc1ccccc1
→ 3	-7	9	3	-14	6	6	0	2.9
11) CCc1cc(=O)oc2cc(OCC(=O)NCCCn3ccnc3)c(Cl)cc12
→ -4	-4	1	-10	1	0	7	18	0.2
12) O=C1/C(=C\c2cccnc2)SC(=S)N1C1CCS(=O)(=O)C1 (stereo not given)
→ 2	1	.	.	5	9	4	-8	0.0
13) O=C(COc1ccc(Br)cc1CO)Nc1ccc(S(=O)(=O)N2CCCCC2)cc1
→ 3	-6	13	16	-3	-8	-1	14	2.5
14) CCOc1ccc(S(=O)(=O)N(C)c2ccc(OCC(=O)NCC3CCCCC3)cc2)cc1
→ -4	-18	3	35	2	-15	-7	7	0.7
15) Cc1cc(NC(=O)COC(=O)CCS(=O)(=O)c2ccc(Cl)cc2)no1
→ -2	13	-1	-6	13	-2	9	1	-1.4
16) O=c1[nH]c2cc3c(cc2cc1CN(Cc1nnnn1CC1CCCO1)C1CCCCC1)OCO3 (stereo not given)
→ -1	5	7	-16	-14	8	10	-5	3.9
17) CCCNC(=S)N1CCC(C(=O)c2ccc(OC)cc2)CC1
→ 2	32	3	5	-16	5	14	5	-1.4
18) CCOCCn1c(SCC(=O)OCc2ccccc2)nc2c1c(=O)[nH]c(=O)n2C
→ 1	29	2	-11	-44	-1	-1	4	56*
19) COc1ccc(-c2cc(NC=O)c3ncc(-c4cccc(C(=O)N(C)C)c4)n3c2)cn1
→ 0	12	2	-26	.	-1	4	0	.
20) O=C(COC(=O)c1cccs1)NCC1CCCO1 (stereo not given)
→ 0	-6	1	-7	3	2	-2	0	-0.2
21) Cc1ccc(NC(=O)CCNS(=O)(=O)c2ccc3[nH]c(=O)oc3c2)cc1F
→ -3	16	1	-8	-18	3	-1	-10	2.5
22) COc1ccc(CCn2c(C3CCCCC3)nc3c(c(=O)c4ccccc4n3C)c2=O)cc1OC
→ -4	6	3	-6	-2	3	-19	7	-7.4
23) CCOC(=O)C1(C)CCN1C(=O)c1cccc(C(F)(F)F)c1 (stereo not given)
→ -4	3	-1	-1	.	-4	3	-8	.
24) Oc1ccccc1N1CCN(c2ncnc3scc(-c4ccc(F)cc4)c23)CC1
→ -4	-1	-6	0	-19	2	-7	10	-0.1
25) CCCOc1cccc(C(=O)Nc2ccc(Br)cc2F)c1
→ -3	27	-2	-19	-40	4	8	-16	1.9
26) C/C(=N\NC(=O)C1CC1)c1ccc2c(c1)OCCO2
→ -2	13	9	-3	2	5	-6	6	0.0
27) COc1cccc(C(=O)NCCNC(=O)c2ccco2)c1
→ -2	6	1	0	-1	-2	-2	8	3.5
28) CCOC(=O)c1ccc(N2CN(C3CCCCC3)CNC2=S)cc1
→ 0	18	0	-10	5	-2	6	-1	-0.6
29) O=C(NC1CCCCC1)C(c1ccncc1)N(Cc1ccc(F)cc1)C(=O)c1ccccn1 (stereo not given)
→ 4	10	4	-14	10	-2	5	-2	0.9
30) O=C(CNC(=O)c1ccc(Cl)cc1)c1ccccc1
→ -2	-9	0	8	4	10	19	-7	0.0
31) O=C1NC(NS(=O)(=O)c2ccccc2)(C(F)(F)F)C(=O)N1Cc1cccnc1 (stereo not given)
→ 0	16	-1	9	23	1	6	-2	-0.5
32) OCCc1ccc(NCCc2ccco2)cc1
→ 1	-4	6	-13	.	12	-4	-7	.
33) COC(=O)CSc1nnc(CNC(=O)c2cccs2)n1-c1cccc(C)c1
→ 1	-9	12	7	-16	-1	7	-8	1.6
34) Cc1ccc2[nH]c3c(=O)n(CC(=O)N4CCN(C)CC4)ncc3c2c1
→ -4	-11	2	-16	-4	-4	-2	10	-1.5
35) CCSc1nnc(-c2cccc(S(=O)(=O)N(C)C)c2)n1-c1cc(OC)ccc1OC
→ -1	-7	14	-6	-3	4	6	-5	-0.8
36) Cc1ccc(-c2csc(NCCc3nc4cc(Cl)c(Cl)cc4n3CCCO)n2)cc1
→ 1	-18	2	-3	-7	-5	14	12	-0.9
37) O=C1NC2=C(CCc3ccccc32)C(c2ccc(Br)cc2)N1 (stereo not given)
→ -5	17	-2	23	-21	4	-1	-3	-2.4
38) Cn1nc2c(c1C(=O)O)CCCC2
→ -4	13	0	3	0	4	-2	-1	-0.5
39) CSCCC(NS(=O)(=O)c1ccccc1F)C(=O)OCc1ccccc1Cl (stereo not given)
→ 0	20	5	26	-24	-9	-10	-2	0.5
40) COc1ccccc1/C=C/CN1CCC(Oc2ccc(C(=O)N3CCCCC3)cc2)CC1
→ -9	-22	3	-5	-6	-13	-15	19	-0.7
41) CCN(CC(=O)NC1CCS(=O)(=O)C1)C(=O)C(c1ccccc1)c1ccccc1 (stereo not given)
→ -3	18	8	-3	4	4	3	-5	-0.5
42) Cn1nccc1C(=O)N(CCN1CCCCC1)CC1CCCN(C2CCCC2)C1 (stereo not given)
→ -4	7	0	16	7	-7	-6	9	-0.6
43) CC(=O)NC(CC(=O)OC(C)C(=O)Nc1ncc(Cl)cc1Cl)c1ccccc1 (stereo not given)
→ -1	6	4	-17	-6	-5	-1	-6	0.1
44) C/C(=N\NC(=O)c1cccc(N/N=C(\C)c2ccc([N+](=O)[O-])cc2)c1)c1ccc([N+](=O)[O-])cc1
→ 2	2	0	-7	-10	0	8	-2	0.1
45) COc1ccc(NC(=O)C2CC(=O)OC2(C)C)cc1 (stereo not given)
→ 1	-9	-2	-3	-9	-2	-9	7	-0.8
46) Cc1n[nH]c(=S)n1/N=C/c1ccc(-c2ccc(Cl)cc2)o1
→ 3	24	3	-13	1	8	-3	-5	1.4
47) CCN(CC)CC(=O)Nc1ccc2c(c1)Nc1ccccc1CC2
→ -8	14	18	-1	-15	1	3	8	-0.5
48) O=C(NCCCn1ccnc1)C1CCN(S(=O)(=O)c2ccc(F)cc2)CC1
→ -4	1	0	-13	-3	-1	2	0	-0.3
49) Cc1ccn2cc(C(=O)N3CCCC(Nc4ccc(F)cc4)C3)nc2c1 (stereo not given)
→ -2	-10	0	4	-2	-4	-1	15	1.3
50) COc1ccccc1C(=O)Nc1ccc(Cc2ccncc2)cc1
→ -1	15	3	18	4	-10	-5	6	0.9

Following part:
Below each compound – CHRM5 agonist	CHO-K1 Ca PAM	TAAR1 ag	TAAR1 antag	CRFR2-BP antag	CHRM5 PAM	M4 PAM	M5 antag	CRFR2-BP ag
51) Cc1noc(C)c1NC(=O)N(C)C[C@H]1OCCCC[C@@H](C)Oc2ccc(NC(=O)Nc3ccc(F)cc3)cc2C(=O)N([C@@H](C)CO)C[C@H]1C
→ 0	7	3	-3	-17	-2	-3	2	9.4
52) CCN1CCN(S(=O)(=O)c2ccc(Cl)c(C(=O)NC(C)(C)C)c2)CC1
→ 1	17	-1	4	3	6	3	1	-0.4
53) O=C(Nc1cccc2ncccc12)c1cc2ccccc2o1
→ 1	4	12	-4	-2	-10	-3	-3	0.6
54) Clc1ccccc1Cc1noc(CN2CCCCC2c2ccccn2)n1 (stereo not given)
→ -6	4	3	-5	-1	-5	-3	-1	2.3
55) O=S(=O)(c1ccccc1)N1CCN(c2nc3ccccc3s2)CC1
→ -2	-4	7	-10	-15	-5	2	-5	3.8
56) CCCCC(CCC(=O)Nc1ccn(-c2ccccc2)n1)C(=O)O (stereo not given)
→ -1	19	2	-15	13	3	-3	2	5.8
57) COc1ccc(NC(=O)c2cccc(S(=O)(=O)N(C)c3ccccc3)c2)cn1
→ 2	15	10	2	-29	-9	0	2	0.5
58) COc1ccccc1N1CCN(C(=O)C2CCN(S(=O)(=O)c3ccccc3)CC2)CC1
→ 6	8	13	32	21	-10	-5	0	0.1
59) COc1ccc(NC(=O)c2c(C)noc2-c2snnc2C)cc1
→ -3	-3	2	4	6	-1	-9	8	-1.8
60) CCc1ccc2oc(=O)cc(CN3CCN(c4ccc(F)cc4)CC3)c2c1
→ -8	10	8	26	0	-6	1	-2	-0.2
61) CCOC(=O)c1c(N/N=C/c2cccnc2)n[nH]c1C
→ 1	-8	12	-26	4	12	12	-2	-0.6
62) Cc1ccc(OCC(=O)O/N=C(\N)Cc2ccc([N+](=O)[O-])cc2)cc1C
→ 2	-11	2	-19	5	-2	4	6	1.2
63) COc1ccc(/C(N)=N/OC(=O)CCCc2ccccc2)cc1
→ 1	20	6	-16	-10	-2	2	-1	2.8
64) Cc1ccc2ccccc2c1C(O)c1ncc(-c2ccccc2Cl)[nH]1 (stereo not given)
→ 0	10	4	-15	.	-4	-2	3	.
65) C=C(C)C1Cc2cc3ccc(=O)oc3cc2O1 (stereo not given)
→ -3	7	-3	2	-5	-8	-1	9	0.0

Pulled one by one from the entries so far (2):
Below each compound – CHRM5 agonist	CHO-K1 Ca PAM	TAAR1 ag	TAAR1 antag	CRFR2-BP antag	CHRM5 PAM	M4 PAM	M5 antag	CRFR2-BP ag
62) Cc1ccc(OCC(=O)O/N=C(\N)Cc2ccc([N+](=O)[O-])cc2)cc1C
→ 2	-11	2	-19	5	-2	4	6	1.2
64) Cc1ccc2ccccc2c1C(O)c1ncc(-c2ccccc2Cl)[nH]1 (stereo not given)
→ 0	10	4	-15	.	-4	-2	3	.
